IMPase cell inh = qHTS Assay for Identifying the Cell-Membrane Permeable IMPase Inhibitors | Inositol monophosphatase 1 (Rattus norvegicus), P97697 | CHO-M1 cells, IP1 accumulation, HTRF TR-FRET ratio | inhibition (IP1 accumulation), % at 46.1 µM | 120,000 tested, under 10 active | AID 901, 2007; active means well fitted curve in the direction sought with a large enough effect in the signal ratio, not every such curve was filed as active; inconclusive means small, poorly fitted or top-dose-only effect, or a change in a side signal; inactive means no such curve, though single readings can be large or run the other way; the % refers to the signal ratio;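 further: cells stimulated with carbachol in lithium chloride buffer; plate controls were DMSO basal wells for no effect and reference inhibitor wells for full effect; higher means more IMPase inhibition seen as more IP1 and lower FRET ratio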
Target sequence (P97697 whole entry, looked up): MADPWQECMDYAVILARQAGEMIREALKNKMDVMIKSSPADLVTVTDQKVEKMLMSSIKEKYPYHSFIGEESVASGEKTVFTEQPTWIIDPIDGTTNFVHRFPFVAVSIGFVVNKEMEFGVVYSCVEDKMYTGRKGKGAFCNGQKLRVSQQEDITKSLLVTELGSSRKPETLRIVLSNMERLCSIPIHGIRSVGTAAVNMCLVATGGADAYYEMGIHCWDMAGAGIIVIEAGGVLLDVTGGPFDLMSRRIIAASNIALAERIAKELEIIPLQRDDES
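Elevated IP1 in lysates lowers TR-FRET signal (665/620 ratio and 620 channel reported). Cells were CHO-M1, given carbachol (50 uM as added) plus 50mM LiCl, pH 7.4, 30 min, 37C; compounds titrated up to 46 uM; AC50 by Hill equation.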
ALOX15B inhib = qHTS Assay for Inhibitors of 15-hLO-2 (15-human lipoxygenase 2) | Polyunsaturated fatty acid lipoxygenase ALOX15B (Homo sapiens), O15296 | purified 15hLO-2, xylenol orange hydroperoxide absorbance | Potency, µM (doses to about 57.1 µM), without a hit: at the top dose activity change, negative = inhibition, actives largely listed as inhibitors | hit rate 0.56% among 110,000 | AID 881, 2007; further: potency means the concentration at half of the fitted maximal effect; nearly all actives have a fitted effect of over 60% in size; many of its hits are not listed in these tables
Target sequence (O15296 whole entry, looked up): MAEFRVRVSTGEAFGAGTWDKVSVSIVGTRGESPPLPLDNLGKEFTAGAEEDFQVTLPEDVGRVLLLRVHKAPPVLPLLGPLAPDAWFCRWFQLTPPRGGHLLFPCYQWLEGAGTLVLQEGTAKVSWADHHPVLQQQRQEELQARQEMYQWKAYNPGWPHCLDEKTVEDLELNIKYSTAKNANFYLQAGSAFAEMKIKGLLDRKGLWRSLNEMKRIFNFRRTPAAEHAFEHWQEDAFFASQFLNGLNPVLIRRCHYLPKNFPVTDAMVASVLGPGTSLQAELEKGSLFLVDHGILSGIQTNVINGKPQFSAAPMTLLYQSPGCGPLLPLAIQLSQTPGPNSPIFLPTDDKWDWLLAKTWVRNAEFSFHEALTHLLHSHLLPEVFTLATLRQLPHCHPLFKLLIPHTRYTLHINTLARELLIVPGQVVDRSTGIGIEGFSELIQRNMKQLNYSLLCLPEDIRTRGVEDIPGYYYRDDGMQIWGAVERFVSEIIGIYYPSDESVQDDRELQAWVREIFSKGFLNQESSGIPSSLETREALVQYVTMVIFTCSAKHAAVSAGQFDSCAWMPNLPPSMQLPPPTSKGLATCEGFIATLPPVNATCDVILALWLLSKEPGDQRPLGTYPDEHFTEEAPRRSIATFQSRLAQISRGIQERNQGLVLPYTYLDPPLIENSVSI
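Screening format was qHTS against 50 nM purified 15hLO-2 in Hepes pH 7.5 with detergent. Activity follows hydroperoxide formation from 45 uM arachidonic acid, measured as 573:405 nm absorbance ratio of the ferric-xylenol orange complex.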
12-hLO inh = qHTS Assay for Inhibitors of 12-hLO (12-human lipoxygenase) | Polyunsaturated fatty acid lipoxygenase ALOX12 (Homo sapiens), P18054 | purified 12-hLO, xylenol orange hydroperoxide absorbance | Potency, µM (doses to about 57.1 µM), without a hit: at the highest dose activity change, negative = inhibition, actives largely listed as inhibitors | hit rate 0.12% among 150,000; further: potency means the concentration at half of the fitted maximal effect; nearly all actives have a fitted effect of over 55% in size; many of its hits are not listed in these tables
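Xylenol orange chromogenic assay: hydroperoxide from 12hLO oxidises Fe(II), giving red-shifted Fe(III)-XO absorbance. Conditions: 150 nM enzyme, 40 uM arachidonic acid, 25 mM Hepes pH 7.0, 0.01% Triton X-100, 30 min, room temperature.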
PNC assembly inh = High Content Assay for Compounds that inhibit the Assembly of the Perinucleolar Compartment. hit rate 3.1% among 140,000. PC3M PTB-GFP, PNC prevalence imaging, 16 h; hits give low values. activity change (PNC), negative = inhibition, % at 10 µM. AID 2417, 2010;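 active means readout at or below -70, meaning at least 70% loss of cells showing the perinucleolar compartment, a nuclear body marking cancer cells; inconclusive means readout between -30 and a set limit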;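 further: plate controls were DMSO wells for no effect and camptothecin positive control wells for full effect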
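Read-out is percentage of cells bearing a perinucleolar compartment, from automated 20x imaging of fixed, Hoechst-stained PC3M PTB-GFP cells. Cells were seeded 4 h, then exposed 16 h to compound (23 nl of library stock) in duplicate plates.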
The depositor's hits bear a star; [ ] = dose if it differs, or a comment. Unless noted, the call rests on the fitted dose curve; in most records, active means well fitted curve in the direction sought with a large enough effect; inconclusive means small, poorly fitted or top-dose-only effect, or another doubt; inactive means no such curve, though single readings can be large; an effect the other way counts as inactive or inconclusive. Unless noted, on the % scale 0 is the no-effect control and ±100 the full control effect.

Results for Cc1ccc(C2=[N+]([O-])C(C)N(O)C2(C)C)o1 (stereo not drawn) ?
IMPase cell inh: -2; ALOX15B inhib: -5%; 12-hLO inh: 2%; PNC assembly inh: -13

What do the screens show for `Cc1cc(C)cc(NC(=O)CSc2nc3[nH]ncc3c(=O)[nH]2)c1`?
12-hLO inh: 0%; PNC assembly inh: inconclusive

What do the screens show for `COc1cc(C(=O)NCc2ccco2)cc(OC)c1OC`?
IMPase cell inh: 2; ALOX15B inhib: 0%; 12-hLO inh: 2%; PNC assembly inh: inconclusive

Results for COc1ccc(C2OC(=O)CC2C(=O)NC2CCCCCC2)cc1OC (stereo not drawn) ?
IMPase cell inh: 1; ALOX15B inhib: 0%; 12-hLO inh: -5%; PNC assembly inh: -10

How did CCCC1Cc2c(sc3nc(SC)nc(N)c23)CO1 (stereo not drawn) do in these assays?
IMPase cell inh: 1; ALOX15B inhib: -7%; 12-hLO inh: -1%; PNC assembly inh: inconclusive

How did COc1ccc(N2C(=O)[C@@H]3[C@H](C2=O)[C@H]2c4ccccc4C=CN2[C@@H]3C(=O)Nc2ccccc2)cc1 do in these assays?
IMPase cell inh: -3; ALOX15B inhib: -15%; 12-hLO inh: -7%; PNC assembly inh: 22

What do the screens show for `Cc1cccnc1Sc1c([N+](=O)[O-])ncn1C`?
IMPase cell inh: -5; ALOX15B inhib: 9%; 12-hLO inh: -2%; PNC assembly inh: 38

How did CC1S/C(=C(\C#N)C(N)=O)N(c2ccc(F)cc2)C1=O (stereo not drawn) do in these assays?
IMPase cell inh: -7; ALOX15B inhib: -7%; 12-hLO inh: 1%; PNC assembly inh: -30

How did CC1(C)CC(=O)C(C=NCCc2ccc(S(N)(=O)=O)cc2)=C(O)C1 do in these assays?
IMPase cell inh: 10; ALOX15B inhib: 5%; 12-hLO inh: -4%; PNC assembly inh: -1

Results for CCOc1ncccc1C(=O)N(C)CC(=O)Nc1ccccc1SC ?
IMPase cell inh: 0; 12-hLO inh: -3%; PNC assembly inh: 14

What do the screens show for `Cc1ccc(SC(=O)COc2ccc(C)c(C)c2)cc1`?
IMPase cell inh: 5; ALOX15B inhib: -17%; 12-hLO inh: -7%; PNC assembly inh: -106*

Results for CSc1ccc(/C=C(\C#N)C(=O)Nc2cccc(C)c2)cc1 ?
IMPase cell inh: -5; 12-hLO inh: 1%; PNC assembly inh: inconclusive

How did CC(=O)c1cc2c(cc1NC(=O)CCc1ccccc1)OCO2 do in these assays?
IMPase cell inh: 2; ALOX15B inhib: 1%; 12-hLO inh: -1%; PNC assembly inh: 18

How did Cn1c(=O)[nH]c(=O)c2c1nc(CN1CCN(c3cccc(Cl)c3)CC1)n2CCN1CCOCC1 do in these assays?
IMPase cell inh: 1; 12-hLO inh: 4%; PNC assembly inh: -1

Results for C/C(=N\NC(=O)c1ccc(CN2CCOCC2)cc1)c1ccc([N+](=O)[O-])cc1 ?
12-hLO inh: -5%; PNC assembly inh: inconclusive

Among those listed so far, 2 contain an NH in an aromatic ring.
What do the screens show for `Cc1cc(C)cc(NC(=O)CSc2nc3[nH]ncc3c(=O)[nH]2)c1`?
12-hLO inh: 0%; PNC assembly inh: inconclusive

How did Cn1c(=O)[nH]c(=O)c2c1nc(CN1CCN(c3cccc(Cl)c3)CC1)n2CCN1CCOCC1 do in these assays?
IMPase cell inh: 1; 12-hLO inh: 4%; PNC assembly inh: -1

Next results
How did CCc1cccc(C)c1N(C(=O)Cn1c(=O)[nH]c2ccccc21)C(C)COC (stereo not drawn) do in these assays?
IMPase cell inh: 8; ALOX15B inhib: -12%; 12-hLO inh: -4%; PNC assembly inh: 14

How did O=C(CN1CCN(CCOCCO)CC1)N1c2ccccc2Sc2ccc(Cl)cc21 do in these assays?
IMPase cell inh: 18; ALOX15B inhib: 6%; 12-hLO inh: 7%; PNC assembly inh: 21

Results for CCCCN(CC)CCCNC(=O)Cn1nc(Cc2cccnc2)c2ccccc2c1=O ?
IMPase cell inh: 22; ALOX15B inhib: 1%; 12-hLO inh: -6%; PNC assembly inh: 27

How did COc1ccc(Cl)cc1C(=O)O/N=C(\N)c1ccc(Cl)cc1 do in these assays?
12-hLO inh: 0%; PNC assembly inh: 25

What do the screens show for `CCOC(=O)c1ccc(NC(=S)NC2CC(C)(C)NC(C)(C)C2)cc1`?
IMPase cell inh: -7; ALOX15B inhib: 38%[activator]; 12-hLO inh: -2%; PNC assembly inh: -6

Results for O=C(CN1CCN(c2ccc(Cl)cc2)CC1)Nc1ccc(F)cc1 ?
IMPase cell inh: 7; ALOX15B inhib: 12%; 12-hLO inh: -15%; PNC assembly inh: -10

How did N#CC(=C1CCCC1)c1nc(-c2ccccc2)cs1 do in these assays?
IMPase cell inh: 8; ALOX15B inhib: -23%; 12-hLO inh: -16%; PNC assembly inh: 74

Results for Cc1ccc(-n2ncc(C(=O)N3CCc4ccccc4C3)c2NC(=O)c2ccco2)cc1C ?
IMPase cell inh: inconclusive; 12-hLO inh: -11%; PNC assembly inh: -7

Results for CCOc1ccc(C(=O)NC(=S)Nc2ccc(NC(=O)CC)cc2)cc1[N+](=O)[O-] ?
12-hLO inh: -18%; PNC assembly inh: inconclusive

How did CC1CC(C)CN(CC(C)(C)NS(=O)(=O)c2ccccc2)C1 (stereo not drawn) do in these assays?
IMPase cell inh: 2; ALOX15B inhib: -6%; 12-hLO inh: -6%; PNC assembly inh: inconclusive

Results for CCOc1ccc(N2CC(C(=O)NCCN3C(=O)S/C(=C\c4ccc(OC)cc4)C3=O)CC2=O)cc1 (stereo not drawn) ?
IMPase cell inh: -3; 12-hLO inh: 3%; PNC assembly inh: 44

Results for O=C1C2CCCN2C(c2ccccc2)N1c1cccc(Cl)c1 (stereo not drawn) ?
IMPase cell inh: 4; ALOX15B inhib: 3%; 12-hLO inh: -2%; PNC assembly inh: 55

What do the screens show for `C=CCn1c(SCC(=O)N2N=C(c3ccco3)CC2c2ccco2)nnc1-c1ccncc1` (stereo not drawn)?
12-hLO inh: -6%; PNC assembly inh: -4

How did Cc1ccc2c(CC(=O)OC3CCOC3=O)coc2c1 (stereo not drawn) do in these assays?
IMPase cell inh: -4; ALOX15B inhib: -1%; 12-hLO inh: -7%; PNC assembly inh: inconclusive

How did CC1CCCC(NC(=O)c2ccc(CNc3c(N4CCCC4)c(=O)c3=O)cc2)C1C (stereo not drawn) do in these assays?
IMPase cell inh: 0; ALOX15B inhib: -3%; 12-hLO inh: -6%; PNC assembly inh: -15

3 structures already listed, sorted by molar mass, rising:
How did Cc1ccc2c(CC(=O)OC3CCOC3=O)coc2c1 (stereo not drawn) do in these assays?
IMPase cell inh: -4; ALOX15B inhib: -1%; 12-hLO inh: -7%; PNC assembly inh: inconclusive

Results for CSc1ccc(/C=C(\C#N)C(=O)Nc2cccc(C)c2)cc1 ?
IMPase cell inh: -5; 12-hLO inh: 1%; PNC assembly inh: inconclusive

How did CC1(C)CC(=O)C(C=NCCc2ccc(S(N)(=O)=O)cc2)=C(O)C1 do in these assays?
IMPase cell inh: 10; ALOX15B inhib: 5%; 12-hLO inh: -4%; PNC assembly inh: -1

More structures:
How did Cc1ccccc1NC(=S)NC(NC(=O)c1ccccc1C)C(Cl)(Cl)Cl (stereo not drawn) do in these assays?
IMPase cell inh: 11; ALOX15B inhib: inconclusive; 12-hLO inh: inconclusive; PNC assembly inh: -16

Results for CC(C)C12CCC(C(=O)O)C(C1)C(=O)O2 (stereo not drawn) ?
IMPase cell inh: 3; 12-hLO inh: 12%; PNC assembly inh: 61

How did CC1CC(C)CN(CCCNC(=O)C2CCN(S(=O)(=O)N3CCCCC3)CC2)C1 (stereo not drawn) do in these assays?
IMPase cell inh: 7; ALOX15B inhib: 6%; 12-hLO inh: -2%; PNC assembly inh: -16

Results for Cc1ccc(C(=O)/C=C/c2ccc(Br)cc2)o1 ?
IMPase cell inh: 8; ALOX15B inhib: -8%; 12-hLO inh: 5%; PNC assembly inh: 63

Results for O=C(O/N=C1\CCCCC1c1ccc([N+](=O)[O-])cc1[N+](=O)[O-])c1c(F)cccc1F (stereo not drawn) ?
IMPase cell inh: 7; ALOX15B inhib: -20%; 12-hLO inh: -3%; PNC assembly inh: 72

What do the screens show for `O=C(NCc1ccco1)c1csc2c1CCCCC2`?
IMPase cell inh: 2; ALOX15B inhib: 9%; 12-hLO inh: 10%; PNC assembly inh: -12

Results for Cc1ccc(CSCCNC(=O)c2ccccc2)cc1 ?
12-hLO inh: -3%; PNC assembly inh: -2

Results for CC(C)CN1CC2(CCN(C(=O)c3cccc(F)c3)CC2)C1 ?
ALOX15B inhib: 13%; 12-hLO inh: 4%

What do the screens show for `CCCc1cc(C(=O)N2CCN(C(c3ccccc3)c3ccccc3)CC2)no1`?
IMPase cell inh: 19; ALOX15B inhib: 0%; 12-hLO inh: -6%; PNC assembly inh: inconclusive

What do the screens show for `Nc1ccc(Cl)c(-c2nc3ncccc3o2)c1`?
IMPase cell inh: -7; ALOX15B inhib: 17%; 12-hLO inh: 3%; PNC assembly inh: -25

How did N#CCCN(Cc1cccnc1)C(=O)c1ccc(S(=O)(=O)N2CCOCC2)cc1 do in these assays?
IMPase cell inh: 0; ALOX15B inhib: -6%; 12-hLO inh: -10%; PNC assembly inh: -8

How did Cc1nn(-c2ccccc2)c(Cl)c1/C=N\NC(=O)c1cncc(Br)c1 do in these assays?
IMPase cell inh: 2; 12-hLO inh: 2%; PNC assembly inh: inconclusive

How did O=C(CCN1C(=O)COc2ccccc21)NCCN1CCN(c2cccc(Cl)c2)CC1 do in these assays?
IMPase cell inh: 17; ALOX15B inhib: 38%[activator]; 12-hLO inh: 2%; PNC assembly inh: 30

How did O=c1c2cc(N3CCOCC3)ccc2[nH]c(=S)n1Cc1ccco1 do in these assays?
IMPase cell inh: 10; ALOX15B inhib: -13%; 12-hLO inh: -16%; PNC assembly inh: 21

What do the screens show for `Cc1cn(Cc2ccccc2)c(=O)[nH]c1=O`?
IMPase cell inh: 3; ALOX15B inhib: 3%; 12-hLO inh: 6%; PNC assembly inh: 24

Results for COC(=O)Cc1ccc(NC(=S)NCc2ccc(F)cc2)cc1 ?
IMPase cell inh: -6; 12-hLO inh: -2%; PNC assembly inh: inconclusive

How did Cc1cc(-c2csc(NC(=O)c3ccc(=O)n(C)n3)n2)c(C)n1CC1CCCO1 (stereo not drawn) do in these assays?
IMPase cell inh: -13; ALOX15B inhib: -19%; 12-hLO inh: -9%; PNC assembly inh: inconclusive

What do the screens show for `COC(=O)c1[nH]c2ccc(C)cc2c1NC(=O)C1=COCCO1`?
IMPase cell inh: 12; ALOX15B inhib: -4%; 12-hLO inh: -4%; PNC assembly inh: 5

What do the screens show for `O=C(Nc1cccs1)Nc1c(F)cc(F)cc1Br`?
12-hLO inh: -3%; PNC assembly inh: 6

What do the screens show for `CCN1C(=O)c2ccccc2Sc2ccc(C(=O)NCCN3CCOCC3)cc21`?
12-hLO inh: -3%; PNC assembly inh: inconclusive

What do the screens show for `CN1C(=O)c2oc3ccccc3c(=O)c2C1c1ccncc1` (stereo not drawn)?
IMPase cell inh: -15; ALOX15B inhib: -24%; 12-hLO inh: -12%; PNC assembly inh: 0

What do the screens show for `O=C(CSc1ccc2ccccc2n1)NCCC1=CCCCC1`?
IMPase cell inh: -13; 12-hLO inh: 0%; PNC assembly inh: -12

How did O=C(CSc1nnc(-c2ccco2)n1-c1ccccc1)N1CCN(C(=O)c2ccco2)CC1 do in these assays?
IMPase cell inh: -2; ALOX15B inhib: -2%[2.29 µM]; 12-hLO inh: -1%; PNC assembly inh: -20

How did CCn1ccc(C(=O)Oc2ccc(C(C)C)cc2)n1 do in these assays?
IMPase cell inh: -3; ALOX15B inhib: 0%; 12-hLO inh: 0%; PNC assembly inh: -18

Only part of the results is shown. The share of hits here may be higher or lower than overall.
